Rtt109 Vps75 = blocks Candida albicans Rtt109/Vps75 acetyltransferase activity. Q5AAJ8. purified Rtt109/Vps75, ThioGlo CoA-SH fluorescence, 4 h. inhibition, % at 34.9 µM. 330,000 compounds, 0.16% hits. AID 540336;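 active = inhibition of at least 50% in every replicate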
RTF Ca sens inh = cardiac RTF calcium desensitization. 340,000 compounds, 0.12% hits. inhibition, % at 7.15 µM. P19429+P45379. IANBD-labeled cardiac RTF, Ca2+ fluorescence;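 active = inhibition above the mean inhibition of all tested compounds plus 3 SD, cut at about 17% in these data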;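 note: assay run at fixed EC70 calcium of 1.6 mM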
DAGLB inh = blocks human DAGLB lipase activity; Q8NCG7; HEK293T DAGLB membrane lysate, EnzChek fluorogenic substrate; inhibition, % at 5.17 µM; 340,000 compounds, 0.059% hits; AID 504411; in the data active = inhibition above about 34%;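 note: 0% = enzyme with vehicle and 100% = wells lacking enzyme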
Target sequence (Q8NCG7 whole entry, looked up): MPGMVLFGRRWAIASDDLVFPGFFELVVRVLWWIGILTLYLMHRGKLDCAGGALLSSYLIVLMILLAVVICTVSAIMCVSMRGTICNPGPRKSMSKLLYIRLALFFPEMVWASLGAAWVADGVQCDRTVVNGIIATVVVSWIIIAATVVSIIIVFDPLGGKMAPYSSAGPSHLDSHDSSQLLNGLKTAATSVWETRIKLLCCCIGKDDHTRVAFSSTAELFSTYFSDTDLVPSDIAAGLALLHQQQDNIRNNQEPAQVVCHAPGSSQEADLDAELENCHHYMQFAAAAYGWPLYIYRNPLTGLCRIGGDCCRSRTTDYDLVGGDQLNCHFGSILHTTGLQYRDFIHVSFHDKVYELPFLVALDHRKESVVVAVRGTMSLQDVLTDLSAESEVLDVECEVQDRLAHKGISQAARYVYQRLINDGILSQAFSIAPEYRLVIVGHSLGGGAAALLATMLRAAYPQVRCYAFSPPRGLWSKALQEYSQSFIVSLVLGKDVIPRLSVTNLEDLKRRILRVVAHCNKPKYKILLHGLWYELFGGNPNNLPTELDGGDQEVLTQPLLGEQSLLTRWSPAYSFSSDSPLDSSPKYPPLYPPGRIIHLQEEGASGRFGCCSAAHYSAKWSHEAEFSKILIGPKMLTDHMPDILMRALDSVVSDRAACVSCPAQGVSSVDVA
PKA-R2B activ = PKA-R2B complex activation; P22694+P31323; PKA-R2B holoenzyme dissociation, Cy5-IP20 fluorescence polarization; R2B truncated from residue 108, S112A mutant; 0% DMSO only, 100% 113 µM cGMP; activation, % at 11.4 µM; 340,000 compounds, 0.079% hits; AID 504700;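 active = activation above a cutoff set at the mean over all compounds plus 3 SD, cut at about 18% in these data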;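 note: higher means more holoenzyme dissociation and a rise in polarization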
Target sequence (P31323 whole entry, looked up, other chains not shown, the tested form may be a part): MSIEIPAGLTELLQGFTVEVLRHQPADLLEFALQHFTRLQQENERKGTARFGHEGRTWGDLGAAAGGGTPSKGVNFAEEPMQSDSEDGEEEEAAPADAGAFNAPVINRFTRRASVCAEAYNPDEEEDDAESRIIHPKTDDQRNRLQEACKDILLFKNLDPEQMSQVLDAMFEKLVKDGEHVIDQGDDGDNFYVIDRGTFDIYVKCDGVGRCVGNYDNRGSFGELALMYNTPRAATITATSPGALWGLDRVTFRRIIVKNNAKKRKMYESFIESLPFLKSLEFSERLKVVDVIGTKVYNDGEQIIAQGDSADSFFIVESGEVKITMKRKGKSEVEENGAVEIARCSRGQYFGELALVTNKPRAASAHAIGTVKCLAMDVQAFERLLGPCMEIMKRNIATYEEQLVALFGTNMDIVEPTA
LANA DNA inh = KSHV C-LANA DNA binding inhibition | MBP-C-LANA/FAM-LBS DNA binding, fluorescence polarization | inhibition, % at 9 µM | 340,000 compounds, 0.078% hits | AID 504423;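 active = highest replicate inhibition at or above 60% at 9 µM, even if other replicates fall short; inactive = all replicates below 60% inhibition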;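 note: 0% = neutral control wells and 100% = 4 µM acridine orange control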
SR-BI DiI-HDL act = activators of SR-BI mediated HDL lipid uptake | CHO ldlA[mSR-BI] cells, DiI-HDL uptake fluorescence, 3 h; 100 = double the neutral-control signal | 320,000 compounds, 0.096% hits | activation, % at 12.5 µM;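 active = mean replicate activation of at least 60% and every replicate at or above 60%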;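 note: 0% = median plate neutral-control signal and 100% = twice that signal; values of inactives mirror those of a sister screen read the other way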
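system = CHO ldlA[mSR-BI] cells, LDL receptor-null, SR-BI overexpressing | medium = Ham's F12 with 0.5% BSA, HEPES 25 mM, pH 7.4 | probe or stimulus = DiI-HDL 10 µg/mL | compound dosing = single-point compound dose | incubation = compound exposure 3 h, 37 °C | technique = DiI fluorescence, bottom read | read-out = cell-associated DiI fluorescence as measure of HDL uptake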
Keap1-Nrf2 PPI = inhibitors of human Keap1-Nrf2 protein-protein interaction. Keap1 Kelch-Nrf2 peptide fluorescence polarization, 1536-well. inhibition, % at 9.4 µM. AID 504523. Q14145. 340,000 compounds, 0.15% hits; in the data active = inhibition above about 12%;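 note: human Keap1 Kelch domain with fluorescein labeled Nrf2 9mer peptide probe; 0% = neutral control wells and 100% = peptide positive control; higher means more block of Keap1 binding to Nrf2 peptide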
CAL PDZ FP-1 = human CAL PDZ-peptide interaction inhibition; 330,000 compounds, 0.02% hits; Q9HD26; AID 504414; purified CAL PDZ, TMR-peptide fluorescence polarization, 1 h; inhibition, % at 20 µM;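 active = highest replicate inhibition of at least 40%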;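 note: plate controls were DMSO neutral control wells for no effect and unlabeled competitor peptide control wells for full effect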
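Test system: purified CerCALP PDZ construct; Compound dosing: one concentration, 20 µM compound; Also added: TMR-labelled reporter peptide T*-PRC34 bound in PDZ groove; Read-out: inhibition from polarization loss; Controls: unlabelled peptide and DMSO controls; Signal: FP readout, S and P plane fluorescence; Incubation: 1 h at RT.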
cardiac RTF act = cardiac RTF calcium sensitization. 340,000 compounds, 0.24% hits. P19429+P45379. AID 493008. activation, % at 7.2 µM. IANBD-labeled TnC RTF fluorescence at EC20 calcium; 0% EC20 calcium, 100% full calcium;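 active = activation above the mean over all tested compounds plus 3 SD, cut at about 30% in these data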;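 note: rise in fluorescence read as greater calcium sensitivity of cardiac thin filaments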
CAL PDZ FP-2 = inhibitors of human CAL PDZ peptide binding; AID 602252; 300,000 compounds, 0.92% hits; inhibition, % at 24.9 µM; Q9HD26; purified CAL PDZ, TMR-peptide fluorescence polarization, 1 h;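 active = mean inhibition of at least 30% with at least half of replicates also reaching 30%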;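 note: 0% = DMSO neutral control and 100% = excess unlabeled competitor peptide PRC23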
Active calls of the source: *; nt = no result given.

SMILES	Rtt109 Vps75	RTF Ca sens inh	DAGLB inh	PKA-R2B activ	LANA DNA inh	SR-BI DiI-HDL act	Keap1-Nrf2 PPI	CAL PDZ FP-1	cardiac RTF act	CAL PDZ FP-2
CCc1nnc(NC(=O)c2c(OC)cccc2OC)s1	6	-4	2	2	-0.1	5	0	0.2	1	nt
C[C@H]1CN(S(=O)C(C)(C)C)[C@@H](CCO)/C1=C\c1ccccc1 (stereo partly specified)	-5	-1	-2	2	-5.0	0	3	3.0	2	-2
CCn1c(CC(=O)Nc2ccc(C)c(Cl)c2)nnc1SCc1ccc(Cl)c(Cl)c1	1	1	-2	-4	2.1	-1	-3	-1.1	5	6
CCOc1cc2[nH]c(=S)n(Cc3ccc(C(=O)NCCCN(CC)CC)cc3)c(=O)c2cc1OCC	2	-2	2	-11	-8.3	-25	-20	-5.0	-2	-9
Cc1cc(C)c(S(=O)(=O)CCC(C)C)c(=O)[nH]1	1	-4	1	0	1.7	-15	4	-0.4	2	1
O=C(CN1CCCN(Cc2ccc(F)cc2Cl)C1=O)NC1CCCC1	29	-6	2	-9	-1.6	nt	-3	-2.2	-1	-1
O=C(Cc1ccccc1)N/N=C/c1ccc2cccc(O)c2n1	-1	3	5	-6	0.6	12	-8	-0.7	14	2
Cc1cnc(C(=O)OCC(=O)N(C(C)C)C(C)C)cn1	1	-5	1	5	1.0	12	3	-0.8	0	-1
Cc1cc(C)nc(SCc2nnc(SCC(=O)Nc3ccccc3C)n2Cc2ccco2)n1	4	-3	-6	-1	1.0	-50	-6	-1.9	-2	2
Nc1oc2ccccc2c(=O)c1-c1ccc2c(c1)OCO2	-3	-1	0	-8	1.2	22	-2	-0.6	-11	4

Overlap with the part before: three entries, followed by the next part.
SMILES	Rtt109 Vps75	RTF Ca sens inh	DAGLB inh	PKA-R2B activ	LANA DNA inh	SR-BI DiI-HDL act	Keap1-Nrf2 PPI	CAL PDZ FP-1	cardiac RTF act	CAL PDZ FP-2
Cc1cnc(C(=O)OCC(=O)N(C(C)C)C(C)C)cn1	1	-5	1	5	1.0	12	3	-0.8	0	-1
Cc1cc(C)nc(SCc2nnc(SCC(=O)Nc3ccccc3C)n2Cc2ccco2)n1	4	-3	-6	-1	1.0	-50	-6	-1.9	-2	2
Nc1oc2ccccc2c(=O)c1-c1ccc2c(c1)OCO2	-3	-1	0	-8	1.2	22	-2	-0.6	-11	4
CC(C)(C)NC(=O)COC(=O)CCC(=O)c1cccs1	-2	-4	2	-6	-1.5	23	-4	-1.3	15	-2
CN(C1CCCCC1)S(=O)(=O)c1ccc(C(=O)Nc2sc3c(c2C(N)=O)CC(C)(C)NC3(C)C)cc1	-31	-8	4	-4	1.9	34	2	0.3	-1	0
Cc1ccc(N(Cc2cc3cccc(C)c3[nH]c2=O)S(=O)(=O)c2ccccc2)c(C)c1	-7	1	-1	-1	-0.6	-8	1	-2.1	1	7
CN1/C(=C\C=[N+](C)c2ccccc2)C(C)(C)c2ccccc21	3	6	1	-2	0.3	11	-2	-0.4	-4	1
COc1ccccc1N1CCN(C(=O)c2ccco2)CC1	-7	-3	2	-2	0.6	16	-2	-3.0	4	-5
C=CCN1C=CC(=C/C=C(/C#N)C(=O)OCC)C=C1	-4	-130	-17	-1	-58	nt	-213	-0.4	123*	-2
CCc1nnc(NS(=O)(=O)c2ccc(NC(=O)/C=C/c3ccc(F)cc3)cc2)s1	2	-7	7	7	-0.5	-12	3	-4.8	-4	-10
COc1ccc(CNC(=O)N2CCN(c3cccc(C)c3C)CC2)cc1OC	0	5	-1	-9	-1.5	-35	0	0.9	-2	1
COc1cccc(NC(=O)CNS(=O)(=O)c2ccc(Cl)cc2)c1	9	-17	2	6	1.0	-25	6	-0.5	-3	-2
CCOc1ccc(NC(=S)NC(=O)c2c(Cl)c(C)nn2C)c([N+](=O)[O-])c1	-9	-22	0	-1	-0.7	22	-1	-3.5	-1	-9
CCn1ncc(Br)c1C(=O)Nc1ncc(C)s1	-3	-33	0	-1	0.7	6	-6	-2.3	4	3
CN1C(=O)C(C)(C)c2cc(S(=O)(=O)NCC3CCC(C(=O)NCc4ccc(F)cc4)CC3)ccc21 (stereo unspecified)	1	-8	-1	-3	-0.9	-19	-1	-3.5	3	-3
S=C(Nc1cccnc1)Nc1cccc2cnccc12	5	3	0	-5	-1.0	-8	-3	-0.2	-1	2
NS(=O)(=O)c1ccc(CCNCc2cc(Br)ccc2OCc2ccccc2F)cc1	-3	14	-3	-3	-0.5	-18	-7	nt	3	2
O=C(c1cccc(S(=O)(=O)N2CCCCC2)c1)N1CCN(c2ccccc2)CC1	5	6	-2	-2	0.3	13	4	-1.5	-1	1
O=C(N=C1SC2CS(=O)(=O)CC2N1c1ccc(Br)cc1F)C1CC1 (stereo unspecified)	1	4	1	-3	-0.7	21	-7	-2.5	1	-1
O=C(O)CCSc1nnc(-c2cccnc2)n1-c1ccccc1	3	-7	-5	2	-1.2	-1	-2	-0.1	3	-4
Cc1cc(N2CCOCC2)n2nc(C)c(-c3ccc(Cl)cc3)c2n1	1	-4	1	6	3.4	-3	-3	0.0	1	-4
CN(C)CCOCCOc1ccc(Cl)cc1Br	2	-6	1	4	0.7	6	-6	0.0	-2	-2
CNC(=O)c1c(NC(=O)CCS(=O)(=O)c2ccc(C)cc2)sc(C)c1C	-16	-7	-1	6	-0.6	7	-4	-2.1	-2	1
CCN(CC)C(=O)CSc1nc(N)c(-c2ccccc2)c(=O)[nH]1	-9	-6	-2	7	1.4	2	-1	-1.8	-3	-3
CSc1nc(N)n2nc(-c3ccc(Cl)cc3)cc2n1	0	nt	nt	nt	1.3	-10	5	-0.7	nt	nt
COCCn1c(C)cc(C(=O)CSc2cc(C)c3ccccc3n2)c1C	nt	-9	-3	8	16	-15	-4	-1.3	-14	2
O=C(c1cccc([N+](=O)[O-])c1)N1CCN(c2ccc(N3CCOCC3)nn2)CC1	0	-1	-1	-7	0.1	13	2	0.1	-3	nt
COC(=O)CN(C)C(=O)c1ccccc1OC1CCN(S(C)(=O)=O)CC1	0	1	-2	-6	-1.1	12	1	-15	-2	-7
COc1ccc(CCNC(=O)COC(=O)c2ccccn2)cc1	-5	10	2	-4	-0.8	26	-6	-0.5	-7	-5
O=[N+]([O-])c1ccc(/C=N/Nc2nc(NCc3ccccc3)nc(N3CCOCC3)n2)cc1	1	3	0	-3	1.6	-29	-4	-5.3	-3	-2
Cc1csc(NC(=O)CSc2sc3c(O)cc(=O)[nH]c3c2C#N)n1	-3	9	11	2	9.7	24	6	-3.7	-9	-2
COCCNC(=O)Nc1ccc2c(c1)N(C)C(=O)CS2	-4	-11	3	4	0.9	13	-2	-3.6	4	-4
COc1ccccc1NC(=O)O/N=C(\N)c1ccccc1	-6	-14	0	6	-1.3	5	-3	-0.2	2	-9
COc1ccc(-c2[nH]c(-c3ccc(C(=O)O)cc3)nc2-c2ccccc2)cc1	-20	-8	1	1	0.4	-12	-7	-1.3	5	-1
O=C1CC(c2ccccc2)n2nc(NS(=O)(=O)c3ccccc3)nc2N1 (stereo unspecified)	-3	-11	0	-3	0.5	-9	0	-0.6	-3	-11
CCOC(=O)c1sc(NC(=S)NC(=O)C2CCCC2)cc1C	1	-8	-23	3	-4.7	-9	-2	-0.8	5	2
O=C(COC(=O)c1ccccc1Br)NC(=O)NCc1ccccc1	-1	-1	-1	-5	-0.7	6	5	0.2	-4	nt
CN(C)C(CNC(=O)c1ccc2[nH]c(=O)c(=O)[nH]c2c1)c1ccco1 (stereo unspecified)	2	-16	-2	2	2.5	18	-3	0.2	-5	-1
CC(C)(C)c1nnc(SCC(=O)c2ccccc2)n(N)c1=O	-22	-17	-14	-3	1.8	-11	-3	-1.4	-1	-5
COC(=O)c1sccc1NC(=O)Cc1ccc(OC)c(OC)c1	2	-7	-1	4	-3.0	16	-1	-2.0	-1	-3
O=C(CCc1nc2ccccc2s1)N1CCN(c2ccccc2)CC1	6	8	2	-13	-0.4	15	-4	-2.3	-1	-3
CCn1c(COc2cccc(OC)c2)nnc1SCC(=O)NCC1CCCO1 (stereo unspecified)	-22	-18	-2	-1	0.6	nt	0	-1.5	-1	nt
COC(=O)Cn1cnc2c(C#N)c3n(c2c1=O)CCCC3	-9	-8	0	8	-0.8	9	-1	-1.5	-4	28
COC(=O)CNC(=O)CSc1nc2sccc2c(=O)n1-c1ccccc1	-5	-19	-1	-4	2.5	10	1	-1.6	-9	1
COc1cccc(-c2ccc3ncnc(NCc4ccc5c(c4)OCO5)c3c2)c1	8	-6	-4	-1	-3.1	1	1	-1.0	-4	-3
Cc1ccccc1-n1c(SCC(=O)NCc2cccs2)nc2ccccc2c1=O	1	-2	-1	-14	0.3	17	-3	-1.2	3	-4
O=C(Nc1cccc(Cl)c1)C1C2CCC3C(CCC21)C3(Cl)Cl (stereo unspecified)	1	10	-15	-4	-0.1	-14	-1	-1.0	5	4
O=C(COC(=O)C1=COCCO1)Nc1ccc2c(c1)OCO2	-4	5	-1	0	1.2	39	-3	-1.3	-4	-3
COc1ccc2c(c1)[nH]c1c(=O)n(/N=C/c3ccc(OC)c(CN4CCCC4)c3)cnc12	15	-2	0	-1	1.1	15	0	-2.4	-6	-4
Cc1ccc(SC/C(O)=C(\C#N)c2nc3ccccc3s2)cc1	13	0	8	-1	0.3	2	1	-0.9	1	-1
COc1ccc(CNC(=O)CN(Cc2ccc(F)cc2)C(=O)c2csnn2)cc1	0	-1	-2	1	1.6	16	-1	-0.9	5	nt
COc1ccc(OC)c(Nc2nc(-c3cccc([N+](=O)[O-])c3)nc3ccccc23)c1	-1	-6	0	-10	0.8	-38	7	-1.3	1	nt
COc1cc(-c2noc(C3CCCN(S(=O)(=O)c4cccc(Cl)c4)C3)n2)cc(OC)c1OC (stereo unspecified)	23	-3	-6	0	36	-16	2	nt	-6	-5
Next compounds:
SMILES	Rtt109 Vps75	RTF Ca sens inh	DAGLB inh	PKA-R2B activ	LANA DNA inh	SR-BI DiI-HDL act	Keap1-Nrf2 PPI	CAL PDZ FP-1	cardiac RTF act	CAL PDZ FP-2
Cc1ccc2c(c1)C1CN(C)CCC1N2S(=O)(=O)c1ccccc1F (stereo unspecified)	6	0	0	5	-1.6	1	-6	0.1	-6	-1
CN1CCSc2ccc(C(=O)Nc3ccc(Cl)cc3)cc21	15	-1	0	-10	-0.9	nt	0	-3.3	-5	-1
Cc1cccc(-n2cc[nH]c2=S)c1C	4	-4	-4	-9	0.6	28	0	0.2	1	-6
C[N+](C)(C)CCOC(=O)CCC(=O)OCC[N+](C)(C)C	-8	-17	5	3	-7.5	6	-2	0.3	-1	-3
COc1ccc(N2CCN(C(=O)CCS(=O)(=O)c3ccc(OC)cc3)CC2)cc1	13	-7	1	9	1.5	15	-9	-1.3	-4	-1
